# Screening data (PubChem)
# D1 potentiator – Potentiators of Human D1 Dopamine Receptor: qHTS | D(1A) dopamine receptor (Homo sapiens), P21728 | HEK293 TREx D1 cells, calcium flux, dopamine EC20 potentiation | potentiation, % at 10 µM | actives 0.036% (n = 360,000); in the data active means potentiation above about 30%; further: 0% is about no effect
# Target sequence (P21728 whole entry, looked up): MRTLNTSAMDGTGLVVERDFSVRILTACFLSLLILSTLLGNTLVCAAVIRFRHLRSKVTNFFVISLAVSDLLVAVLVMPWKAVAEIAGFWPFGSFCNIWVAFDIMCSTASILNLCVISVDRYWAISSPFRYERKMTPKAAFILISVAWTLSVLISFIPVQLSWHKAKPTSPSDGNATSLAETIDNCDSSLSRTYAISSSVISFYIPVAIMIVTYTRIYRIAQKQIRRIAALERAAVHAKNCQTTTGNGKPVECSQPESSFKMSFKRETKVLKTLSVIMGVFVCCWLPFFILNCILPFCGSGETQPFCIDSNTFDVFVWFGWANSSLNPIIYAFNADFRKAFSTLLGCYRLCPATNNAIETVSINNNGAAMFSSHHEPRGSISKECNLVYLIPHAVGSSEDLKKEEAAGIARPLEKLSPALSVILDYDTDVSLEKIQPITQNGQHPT
# D2 antag – HTS Assay for Allosteric Antagonists of the Human D2 Dopamine Receptor: Primary Screen for Antagonists. HEK293 TREx D2 cells, calcium flux, dopamine EC80. inhibition, % at 10 µM. actives 2% (n = 340,000). AID 485344, 2010; in the data active means inhibition above about 30%; further: 0% is about no effect
#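 Tetracycline-induced HEK293 T-REx cells expressing D2 force-coupled to calcium signalling were dye-loaded, exposed to compound for 180 s, then challenged with an EC80 of dopamine; calcium flux was followed kinetically for a further 180 s.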
# D1 antagonist – Antagonist of Human D 1 Dopamine Receptor: qHTS; HEK293 TREx D1 cells, calcium flux, dopamine EC80; active compounds read low; actives 3.2% (n = 360,000); D(1A) dopamine receptor (Homo sapiens), P21728; activity change, negative = inhibition, % at 10 µM; in the data active means activity change below about -30%; further: on the % scale 0 is the no-effect control and ±100 the full control effect
#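 Allosteric or orthosteric antagonism assessed as attenuation of the calcium response to EC80 dopamine, added 180 s after compound, in induced HEK293 Trex D1 cells loaded with no-wash calcium dye.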
# RXFP1 antagonist – qHTS Assay for Antagonists of the Relaxin Receptor RXFP1. Relaxin receptor 1 (Homo sapiens), Q9HBX9. HEK293-RXFP1, relaxin-stimulated cAMP HTRF, 30 min; active compounds read low. activity change, negative = inhibition, % at 57.5 µM. actives 0.59% (n = 350,000). AID 1259400, 2018;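 active means activity change of -60% or lower, but not beyond a set lower limit; inconclusive means change between -60% and -40%, or beyond the set limit; inactive means change above -40%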; further: on the % scale 0 is the no-effect control and ±100 the full control effect
# D2 potentiator – HTS Assay for Positive Allosteric Modulators of the Human D2 Dopamine Receptor: Primary Screen for Potentiators; HEK293 T-REx D2, calcium flux, EC20 dopamine potentiation; potentiation, % at 10 µM; actives 0.34% (n = 340,000);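 active means potentiation over 3 SD above the plate norm, cut at about 30% in these data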; further: 0% is about no effect
#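 Tetracycline-induced Hek293 Trex D2 cells, force-coupled to calcium, loaded with no-wash calcium dye. Compound added with 180 s kinetic read for agonism, then EC20 dopamine and a further 180 s read for potentiation.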
# RXFP1 ag – qHTS Assay for Agonists of the Relaxin Receptor RXFP1; Potency, µM (highest dose often 57.5 µM), without a hit: at the highest dose activation, most hits filed as activators; AID 2676, 2010; actives 0.3% (n = 370,000); Relaxin receptor 1 (Homo sapiens), Q9HBX9; HEK293T-RXFP1 cAMP TR-FRET, 30 min; response scale: percent of porcine relaxin response, buffer zero; active means well fitted activation curve with a large enough effect; inconclusive means small, poorly fitted or top-dose-only effect; further: potency means the concentration at half of the fitted maximal effect; on the % scale 0 is the no-effect control and ±100 the full control effect; nearly all actives have a fitted effect of over 60% in size; many of its hits are not listed in these tables
#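 Agonist response is measured as cAMP accumulation in an RXFP1-transfected HEK293T line under PDE4 inhibition. Values are scaled between buffer-only and 29 nM porcine relaxin, and EC50s come from standard Hill equation fits.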
# D1 ag – Allosteric Agonists of the Human D1 Dopamine Receptor: qHTS | D(1A) dopamine receptor (Homo sapiens), P21728 | HEK293 T-REx D1 cells, calcium flux, agonist mode | activation, % at 2 µM | actives 1% (n = 360,000) | AID 504660, 2011; in the data active means activation above about 30%; further: 0% is about no effect
#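 Agonism was scored from calcium flux recorded over 180 s (1 read/s) after pintool compound addition, following a 10-cycle baseline. Cells were inducible force-coupled HEK293 TREx D1, plated overnight at 30 C and loaded with no-wash calcium dye.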
# D2 ag – HTS Assay for Allosteric Agonists of the Human D2 Dopamine Receptor: Primary Screen for Agonists | D(2) dopamine receptor (Homo sapiens), P14416 | HEK293 T-REx D2 cells, calcium flux agonist mode | activation, % at 2 µM | actives 0.53% (n = 340,000);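 active means activation over 3 SD above normal in the single-dose calcium agonist read, cut at about 30% in these data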; further: 0% is about no effect
#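 Tetracycline-induced HEK293 Trex cells with D2 receptor force-coupled to calcium signaling, plated overnight at 30 C and loaded with no-wash calcium dye. Calcium flux read kinetically for 180 s after compound addition; responses flag agonists.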
# TRHR PAM – qHTS for Small Molecule Agonists and Allosteric Enhancers of Human TRH Receptor: Primary Screen for Enhancers | TRHR cells, fluo-8 calcium fluorescence, EC20 TRH enhancement | Thyrotropin-releasing hormone receptor (Homo sapiens), P34981 | enhancement, % at 2 µM | actives 0.66% (n = 360,000); in the data active means enhancement above about 30%; further: 0% is about no effect
# Target sequence (P34981 whole entry, looked up): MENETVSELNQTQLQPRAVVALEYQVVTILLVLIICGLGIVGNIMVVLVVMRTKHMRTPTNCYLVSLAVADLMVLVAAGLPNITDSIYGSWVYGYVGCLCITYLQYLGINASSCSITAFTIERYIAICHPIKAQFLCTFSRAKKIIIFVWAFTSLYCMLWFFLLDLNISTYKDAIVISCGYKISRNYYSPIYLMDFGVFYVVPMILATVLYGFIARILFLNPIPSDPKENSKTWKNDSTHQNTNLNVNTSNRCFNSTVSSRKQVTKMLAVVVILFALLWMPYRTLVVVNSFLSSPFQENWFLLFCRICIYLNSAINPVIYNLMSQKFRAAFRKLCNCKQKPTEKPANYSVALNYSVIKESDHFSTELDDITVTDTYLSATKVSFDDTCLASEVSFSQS
#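 TRHR-expressing cells loaded with fluo-8 calcium dye were read kinetically (ex 480/em 530) during compound addition, then stimulated with an EC20 of TRH (10 nM final). Enhancement of the Gq-mediated intracellular calcium response was scored.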
# Starred values were filed as active, the others as inactive; ? = inconclusive; . = no result given. A portion of the library (hit frequency here may not be typical).
SMILES,D1 potentiator,D2 antag,D1 antagonist,RXFP1 antagonist,D2 potentiator,RXFP1 ag,D1 ag,D2 ag,TRHR PAM
CCOC(=O)C1=C(C)NC(C)=C(C(=O)OCC)C1c1sccc1C,-4,-2,-7,-11,-11,1.7%,0,0.6,1
O=C(Nc1ccccc1)c1ncoc1-c1ccc(Cl)cc1,-5,9,-10,3,0,3.1%,4,0.4,5
Cc1cc(NS(=O)(=O)c2ccc(NC(=S)NCc3ccccc3)cc2)no1,4,5,-18,5,-9,0.0%,3,3.3,0
COc1ccc(CCNC(=O)Cn2cnc3ccccc3c2=O)cc1OC,-2,-11,10,-9,11,1.7%,1,1.3,-1
CN(C)CCNC(=O)COc1ccc(Cl)cc1Cl,-6,7,3,-3,4,1.0%,5,-0.5,-4
NS(=O)(=O)c1ccc(CCNC(=O)CSCC(=O)Nc2ccc(Cl)cc2)cc1,2,7,6,4,8,1.8%,0,0.3,0
COc1ccc2[nH]c3c(c2c1)CCN1C(=O)N([C@@H](C)C(=O)NCc2ccc(F)cc2)C(=O)[C@]31C,10,11,0,.,22,0.9%,1,0.2,-9
O=C(CCc1ccccc1)Nc1nncs1,-5,-6,-12,-19,-5,-0.5%,1,26,8
CC1(C)Cc2c(sc(NC(=O)c3ccc(C(=O)c4ccccc4)cc3)c2C(N)=O)C(C)(C)N1,-9,-21,3,-3,12,-1.0%,112*,-1.5,9
O=C(N/N=C/c1c[nH]c2ccccc12)c1ccc(Cl)cc1,0,12,-8,-3,-18,4.8%,2,1.5,3
Cc1cc(C)cc(Nc2ncnc3c2nc2n3CCCC2)c1,5,.,-5,-3,0,-0.8%,0,-0.3,-3
CCCn1c(SCC(=O)NCCc2ccccc2)nnc1-c1ccco1,-2,0,-11,14,19,-0.8%,-2,0.6,5
O=C(COC(=O)Cc1ccccc1F)Nc1ccc(F)cc1F,-1,-6,.,-12,-4,2.2%,0,-0.3,4
O=C1N/C(=C/c2ccc(N3CCOCC3)o2)C(=O)N1c1ccccc1,-7,-2,3,?,-1,-0.3%,6,0.3,-7
CC(=O)Nc1cccc(N)c1,-2,3,.,.,-2,0.2%,1,0.2,-3
CCCn1cnc2cc(NCc3ccccc3OCC)ccc21,1,.,-29,1,-2,-0.1%,3,0.1,-1
O=C(CN1CCc2ccccc2C1)Nc1ccccc1N1CCCCCC1,-2,-40,-2,1,3,-0.2%,3,-0.6,3
Cc1ccc(OCCC(=O)O)cc1,2,6,-3,-6,-9,0.5%,1,0.5,-5
O=C(OCc1nnc(-c2ccccc2)o1)c1ccc(CO)cc1,7,9,-6,7,-4,1.4%,9,2.7,-2
O=C(CNS(=O)(=O)c1ccc(Br)s1)NCC1COc2ccccc2O1 (stereo not drawn),-3,-7,7,6,-5,-0.7%,2,0.1,6

# Another view of part of the listing above.
# Every second line gives: D1 potentiator | D2 antag | D1 antagonist | RXFP1 antagonist | D2 potentiator | RXFP1 ag | D1 ag | D2 ag | TRHR PAM
> Cc1cc(C)cc(Nc2ncnc3c2nc2n3CCCC2)c1
    5 | . | -5 | -3 | 0 | -0.8% | 0 | -0.3 | -3
> O=C(CN1CCc2ccccc2C1)Nc1ccccc1N1CCCCCC1
    -2 | -40 | -2 | 1 | 3 | -0.2% | 3 | -0.6 | 3
> CCOC(=O)C1=C(C)NC(C)=C(C(=O)OCC)C1c1sccc1C
    -4 | -2 | -7 | -11 | -11 | 1.7% | 0 | 0.6 | 1

# (list continues)
SMILES,D1 potentiator,D2 antag,D1 antagonist,RXFP1 antagonist,D2 potentiator,RXFP1 ag,D1 ag,D2 ag,TRHR PAM
O=C(COC(=O)CCc1c[nH]c(=O)[nH]1)Nc1cccc(Cl)c1,-3,35*,4,-1,3,-0.4%,1,2.1,7
COC(=O)CSc1nnc(COc2ccc3ccccc3c2)o1,-2,13,-13,6,9,-0.8%,3,-0.2,-1
O=C(Cn1cc2c(n1)CCCC2)NCc1cccs1,.,9,0,.,2,0.1%,3,-0.9,-4
CC1CCCCN1S(=O)(=O)c1ccc(C(=O)Nc2ccccc2-c2nc3ccccc3[nH]2)cc1 (stereo not drawn),-6,-14,0,-6,22,-1.0%,2,0.4,1
CC(C)c1c(C(=O)N/N=C/c2c[nH]c3ccccc23)nnn1-c1nonc1N,-8,-1,-5,-14,-12,0.8%,6,0.7,5
CCOC(=O)N1CCC(NCCNC(=O)c2ccco2)CC1,10,38*,4,-1,-24,3.3%,-1,76*,8
O=C(CCCNS(=O)(=O)c1cccc2nsnc12)NC1CCCCC1,-1,-20,7,-12,8,2.7%,-1,0.0,1
c1ccc(C2[C@H]3CN(Cc4cccnc4)[C@H](c4ccccc4)C34CC2(c2cccnc2)C4)cc1 (stereo partly drawn),-3,-12,16,.,0,2.0%,1,0.6,0
CCOc1ccccc1CC1C(=O)Nc2ccc(Br)cc21 (stereo not drawn),-2,.,-5,-1,-4,-3.1%,0,.,7
COc1ccc(OC(=O)Cc2cccc3ccccc23)cc1,-6,-16,-1,-3,-4,0.9%,6,0.5,5
COc1ccc(S(=O)(=O)N2CCC(C)CC2)cc1N(C)S(=O)(=O)c1ccccc1,-6,-18,-6,-19,3,-0.2%,5,-0.1,9
Cc1ccc(/C=C/C(=O)Nn2cnnc2)cc1,-2,-8,-7,0,3,2.4%,0,0.5,-1
Cc1ccc2c(c1)c1c3n2CCN(C(=O)CN2CCN(C)CC2)C3CCC1 (stereo not drawn),-5,-7,-6,-13,-3,-0.4%,6,0.9,-1
CC(C)(O)C#Cc1ccc(C(=O)N2CCCC(CCC(=O)NCc3ccccc3F)C2)cc1 (stereo not drawn),0,8,6,?,6,-1.4%,5,-0.2,-4
O=C(N/N=C1/CC2C=CCC12)c1ccc(Br)o1 (stereo not drawn),-3,9,3,.,7,-6.7%,9,-1.7,-2
O=C(CN(Cc1ccccc1Cl)C(=O)c1csnn1)NCc1ccc2c(c1)OCO2,-7,-3,-7,-3,13,1.7%,-1,-0.4,51*
CC(C)CCOc1cccc(OCC(=O)NC2CCS(=O)(=O)C2)c1 (stereo not drawn),-6,.,4,-2,.,0.3%,3,.,-4
COCCCn1c(=O)/c(=C\c2ccccc2OC(F)F)s/c1=C(/C#N)C(=O)N1CCOCC1,5,-24,-14,13,-1,2.9%,5,0.2,3
Cc1ccc(Oc2cc(C)nc(-c3ccccc3O)n2)cc1,5,3,0,-12,3,-0.2%,17,-0.4,6
CC(C)OC(=O)C1=C2SCC(=O)N2C(N)=C(C#N)C1,3,0,-4,11,4,-4.3%,1,0.2,19
C=CCOc1ccc(C2NC(=O)NC(C)=C2C(=O)OC)cc1 (stereo not drawn),-1,14,9,-5,-3,-0.4%,0,1.0,-3
COc1ccc(NC(=O)CSCc2ccc(C)cc2)cc1,3,-10,-16,-3,-8,0.7%,0,-2.0,11
NC(=O)COc1ccc2oc(=O)cc(-c3cc4ccccc4o3)c2c1,-6,0,-2,-7,-23,0.7%,0,0.2,-3
Cc1ccc2nc(CSc3nnc(-c4ccncc4)n3C)cc(=O)n2c1,-1,71*,-3,5,-4,?,1,-0.5,0
CCc1cccc(CC)c1N(COC)C(=O)Cn1ccccc1=N,2,.,-16,-1,.,-0.4%,3,.,-1
COc1ccc(C2CC(Cn3cc(C#N)c(=O)n(C)c3=O)ON2C)cc1 (stereo not drawn),-8,3,-34*,7,-5,-1.0%,0,1.3,14
Cc1occc1C(=O)NCc1nc(-c2ccccc2)no1,5,-30,1,1,7,-0.1%,0,0.1,5
CCOC(=O)c1sc2ccccc2c1S(=O)(=O)Nc1ccc(CC)cc1,-4,.,19,-30,0,3.1%,5,-0.4,19
O=[N+]([O-])/C(C=Nc1ccccc1O)=C\Nc1ccccc1O,0,-16,12,-1,20,-1.4%,3,3.2,-2
Cc1ccccc1C1CC(c2cccs2)Nc2nnnn21 (stereo not drawn),-1,16,17,-24,-4,-0.7%,3,1.2,7
NC(=O)C1(N2CCCCC2)CCN(Cc2nc(-c3cccs3)no2)CC1,3,-4,4,8,-4,0.3%,2,-0.9,0
O=C(NCc1cccs1)C1CCCN1C(=O)NC1CCCCC1 (stereo not drawn),7,4,11,2,0,-0.3%,0,0.6,-4
COc1ccc(CN(Cc2cc3cc(OC)c(OC)cc3[nH]c2=O)C(=O)NC2CCCCC2)cc1,5,1,-1,-1,7,3.2%,0,0.1,3
COc1ccc(CN2CCC(N3CC(C)OC(C)C3)CC2)c(OC)c1OC (stereo not drawn),-4,24,-3,1,9,0.1%,3,-0.3,-3
O=c1cc(CO)oc(CN2CCCC2)c1O,2,-5,-7,-10,-7,-1.0%,2,-0.7,-5
Oc1ccc(Nc2nc(N3CCCC3)c3ccccc3n2)cc1,-10,-17,-40*,-2,-16,-0.2%,1,-1.1,-1
Cc1[nH]nc2nc(SCC(=O)NCCC3=CCCCC3)n(-c3ccc(Br)cc3)c(=N)c12,-4,-16,-7,-3,-24,5.6%,3,41*,-3
Cc1ccc(NC(=O)CSc2nnc(C3COc4ccccc4O3)o2)c(Cl)c1 (stereo not drawn),-1,-12,2,9,1,-1.4%,10,0.9,-2
Cc1ccc(-c2c(NC(=O)c3ccco3)oc3ccccc3c2=O)cc1,4,14,-3,10,-9,2.0%,0,0.3,7
CC(=O)N1CCc2c(sc3nc(SCC(N)=O)n(-c4ccc(F)c(Cl)c4)c(=O)c23)C1,1,.,-4,.,23,-4.2%,0,0.3,1
O=C(/C=C/c1cn(CC(O)CN2CCCCCC2)c2ccccc12)c1ccccc1 (stereo not drawn),-5,.,-5,.,-16,2.2%,54*,6.0,-2
CC(=O)Nc1ccc(SCC(=O)Nc2cc(C)on2)cc1,-5,8,-3,-8,4,-2.6%,-1,-0.9,-2
Cc1ccc(C(=O)N2C3=C(CCCC3)C(=O)NC23CCCCC3)cc1,-1,-7,13,-5,11,0.8%,-1,0.1,3
